GAA glycogen mod: GAA glycogen-cleavage inhibition or activation | P10253 | recombinant GAA, glycogen substrate, Amplex Red glucose oxidase fluorescence | Potency, µM (doses to about 76.4 µM), for the others: at the highest dose activity change, negative = inhibition, actives largely listed as inhibitors | hit rate 0.38% among 300,000 | AID 2100; active = well fitted inhibition curve with a large enough effect; inconclusive = small, poorly fitted or top-dose-only effect, or another doubt; inactive = no such curve, though single readings can be large or run the other way;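 note: 0% = full enzyme reaction and -100% = no-enzyme basal signal; the screen sought inhibitors and activators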
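Natural-substrate format: glycogen cleavage by 4 nM human enzyme, glucose read by Amplex Red coupling (Ex 573, Em 610 nm). Normalized to enzyme and no-enzyme controls.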
Starred values were filed as active, the others as inactive; ? = inconclusive; [ ] = another dose, or the depositor's remark. Potency is the fitted concentration of half-maximal effect. The list is partial; count on the stated rates, not on these rows.

SMILES	GAA glycogen mod
CCCNC(=O)C1(S(=O)(=O)c2ccccc2)CC=CC1	6%[76.3 µM]
COc1cc(C(C)=O)ccc1OCC(O)CN1CCN(c2ccc(C)c(C)c2)CC1 (stereo not drawn)	-18%[76.3 µM]
CCCN1CCN(CC2=C(C(=O)OCC)C(c3ccc(OC(C)C)cc3)NC(=O)N2)CC1 (stereo not drawn)	19%[76.3 µM]
COc1ccc(C(=O)OCC(=O)NCCCc2ccccc2)cc1OC	7%
Cc1ccc(C)c(S(=O)(=O)Nc2cccc(-n3cnnn3)c2)c1	7%[76.3 µM]
S=c1nc(COc2ccccc2)[nH]c2ccccc12	-4%
CCC(=O)Nc1ccccc1-c1nc2ccccc2n(CC(=O)c2ccc(C)cc2)c1=O	-8%[76.3 µM]
CCOC(=O)c1cc2c(=O)n3ccccc3nc2n(Cc2ccco2)c1=NC(=O)c1cccc(F)c1	9%[76.3 µM]
COCc1c(C(=O)N/N=C\c2cccs2)nnn1-c1nonc1N	0%
O=S(=O)(c1ccc(F)cc1)N1CCCC1	-6%[76.3 µM]
COc1ccc(N2CCN(S(=O)(=O)c3cc4c(cc3C)N(C(C)=O)CCO4)CC2)cc1	21%[76.3 µM]
CCC1=Nc2cc(C(=O)NCCc3ccc(OC)c(OC)c3)ccc2Sc2ccccc21	?
CCN(CC)S(=O)(=O)c1ccc2c(c1)N(CC(=O)N(C)Cc1ccccc1)C(=O)CO2	17%[76.3 µM]
Cc1cc(C)c(S(=O)(=O)c2ccccc2Cl)c(=O)[nH]1	-1%
O=C(Nc1cccnc1)c1ccc(Br)c(S(=O)(=O)N2CCCC2)c1	-1%[76.3 µM]
COc1cc2c(cc1OC)CN(C(=O)CNC(=O)c1ccc(OC(F)F)cc1)CC2	-5%[76.3 µM]
CC(=O)Nc1cccc(NC(=O)C2CCN(C(=O)c3ccco3)CC2)c1	5%[76.3 µM]
Cc1ccc(S(=O)(=O)Cc2ccc(C(=O)NCCc3ccc(Cl)cc3)o2)cc1	16%[76.3 µM]
COc1ccc2cc3cc(C(=O)NCc4ccc(C)cc4)oc3nc2c1	8%[76.3 µM]
CCOC(=O)c1oc2c(c1C)-c1nn(Cc3c(F)cccc3Cl)cc1CC2	-19%[76.3 µM]
Cc1nn(CC(=O)Nc2ccc(S(N)(=O)=O)cc2)c(=O)c2ccccc12	-3%
COCCNC(=O)c1c[nH]c2ccc(S(=O)(=O)N(C)c3ccc(C)c(C)c3)cc2c1=O	-5%
CCOC(=O)C1C(c2ccccc2O)NC(=O)NC1(O)C(F)(F)F (stereo not drawn)	6%
Cc1cc2nn(-c3ccc(F)cc3)nc2cc1N	0%[76.3 µM]
O=C(c1cccc(NS(=O)(=O)c2ccccc2)c1)N1CCCC1	-8%[76.3 µM]

Reprinted at random: 2 compounds from above.
SMILES	GAA glycogen mod
O=S(=O)(c1ccc(F)cc1)N1CCCC1	-6%[76.3 µM]
Cc1ccc(C)c(S(=O)(=O)Nc2cccc(-n3cnnn3)c2)c1	7%[76.3 µM]

Shown as a markdown table: 7 of the compounds above
| SMILES | GAA glycogen mod |
| --- | --- |
| COCCNC(=O)c1c[nH]c2ccc(S(=O)(=O)N(C)c3ccc(C)c(C)c3)cc2c1=O | -5% |
| Cc1ccc(C)c(S(=O)(=O)Nc2cccc(-n3cnnn3)c2)c1 | 7%[76.3 µM] |
| COc1cc2c(cc1OC)CN(C(=O)CNC(=O)c1ccc(OC(F)F)cc1)CC2 | -5%[76.3 µM] |
| CCC1=Nc2cc(C(=O)NCCc3ccc(OC)c(OC)c3)ccc2Sc2ccccc21 | ? |
| Cc1nn(CC(=O)Nc2ccc(S(N)(=O)=O)cc2)c(=O)c2ccccc12 | -3% |
| COc1ccc2cc3cc(C(=O)NCc4ccc(C)cc4)oc3nc2c1 | 8%[76.3 µM] |
| O=C(c1cccc(NS(=O)(=O)c2ccccc2)c1)N1CCCC1 | -8%[76.3 µM] |

Continuation.
SMILES	GAA glycogen mod
COc1ccc(N2CCN(C(=O)c3cccc(NC4=NC5CS(=O)(=O)CC5S4)c3)CC2)cc1 (stereo not drawn)	-16%[76.3 µM]
CCOC(=O)c1cnc2c(Cl)cc(Cl)cc2c1Nc1ccccc1OC	-11%[76.3 µM]
CCOc1c(Br)cc(C2CC(=O)Nc3cc(OC)c(OC)cc32)cc1OC (stereo not drawn)	3%[76.3 µM]
Cc1[nH]c(C)c(S(=O)(=O)N2CCN(c3cccc(C(F)(F)F)c3)CC2)c1C(=O)N1CCCCC1	-8%[76.3 µM]
COc1ccc(CCNC(=O)c2cccs2)cc1	-15%[76.3 µM]
COc1ccc2nc(NC(=O)c3nc(SCc4ccccc4F)ncc3Cl)sc2c1	-7%[76.3 µM]
COc1ccc(CC(=O)NNS(=O)(=O)c2ccccc2[N+](=O)[O-])cc1	-1%
COC(=O)c1n[nH]n(-c2ccccc2)c1=O	4%[76.3 µM]
CCOCCn1c2ccccc2c2nc3ccccc3nc21	-4%
Cc1cc(CNC(=O)C2CCC(=O)N(Cc3ccccc3F)C2)nn1C (stereo not drawn)	-3%[76.3 µM]
CCCN(Cc1cccs1)C(=O)Nc1ccc(F)c(Cl)c1	6%[76.3 µM]
CCOCCCNC(=O)c1ccc2c(=O)n(CCc3ccccc3)c(=O)[nH]c2c1	10%[76.3 µM]
Cc1cc(C)cc(C(=O)NC(CC(N)=O)c2ccc(N3CCC(N4CCCCC4)CC3)c([N+](=O)[O-])c2)c1 (stereo not drawn)	3%[76.3 µM]
O=C(CNC(=O)c1cccc(Cl)c1)Nc1ccc(F)c(F)c1F	-1%
COCCN1C(=O)C(=O)/C(=C(/O)c2ccc(S(=O)(=O)N3CCOCC3)cc2)C1c1ccc(O)c(OC)c1 (stereo not drawn)	?
Cc1ccc2c(c1)-c1onc(C(=O)N3CCN(c4cccc(C)c4C)CC3)c1CO2	-8%[76.3 µM]
COc1ccc(NC(=O)CSCc2ccc([N+](=O)[O-])cc2)cc1OC	2%[76.3 µM]
Cc1ccc(OCc2cc(C(=O)NC3CCc4ccccc43)no2)cn1 (stereo not drawn)	-7%[76.3 µM]
CCc1ccc(C2c3c(oc4ccc(F)cc4c3=O)C(=O)N2CCc2ccc(OC)cc2)cc1 (stereo not drawn)	8%[76.3 µM]
CN(Cc1ccccc1)C(=O)c1cc2cc(F)ccc2[nH]1	-6%
O=C(CN1C(=O)CCSc2ccccc21)Nc1ccc(C(F)(F)F)cc1	-10%[76.3 µM]
CC(NCc1ccc([N+](=O)[O-])cc1)C1COc2ccccc2O1 (stereo not drawn)	1%
CCOc1ccc(Nc2nc(N)c3ccccc3n2)cc1	-9%[76.3 µM]
O=S(=O)(NCCN1CCOCC1)c1ccc(Oc2ccccc2Cl)cc1	2%
COc1ccc(NC2CCCN(Cc3cccc4cnccc34)C2)cc1 (stereo not drawn)	2%[76.3 µM]
Continued:
SMILES	GAA glycogen mod
CSCC[C@H](NC(=O)OC(C)(C)C)C(=O)N1CCC(C(=O)N[C@@H](C)C(=O)NCc2ccc(F)cc2)CC1	-8%[76.3 µM]
CC(=O)c1c[nH]c(C(=O)NCc2ccccc2Cl)c1	0%
CCc1nc(Nc2ccccc2O)c2oc3ccccc3c2n1	-7%
COc1ccc(CCNC(=O)CCC(=O)N2CC(C)Oc3ccccc32)cc1OC (stereo not drawn)	15%[76.3 µM]
O=C(NCc1cccc(F)c1)C1CCN(c2nn3cc(-c4ccc(F)cc4)nc3s2)CC1	1%[76.3 µM]
CCCC12CN3CC(CCC)(CN(C1)C3c1c(C)[nH]c(=O)[nH]c1=O)C2=O (stereo not drawn)	-12%[76.3 µM]
COc1ccc(CNC(=O)C(CC(C)C)NS(=O)(=O)c2ccc3c(c2)CCN3C(C)=O)cc1 (stereo not drawn)	-13%[76.3 µM]
CCOc1ccc(NC(=O)Cn2c(C)ccc(C#N)c2=O)cc1	3%[76.3 µM]
Cc1ccc(NC(=O)c2c(C)oc3ccc(O)c(CN4CCOCC4)c23)cc1	-2%[76.3 µM]
N#Cc1ccccc1Cn1c(=O)n(CCCC(=O)NCc2ccccc2Cl)c(=O)c2ccccc21	2%[76.3 µM]
COc1ccc(-n2c(SCC(=O)Nc3ccc(C(N)=O)cc3)nc3c([nH]c4ccccc43)c2=O)cc1OC	3%[76.3 µM]
Cc1ccc(-n2c(=S)sc3c(=O)n(-c4ccc(F)cc4)c(SCC(=O)O)nc32)cc1C	2%
CC(=O)Nc1ccc2nc(-c3cccn3C)[nH]c2c1	-7%[76.3 µM]
COc1ccc(-c2nc(CS(=O)CC(=O)NCCCN3CCCC(C)C3)c(C)o2)cc1OC (stereo not drawn)	-5%[76.3 µM]
Cc1ccc(CNc2ccc3c(c2)nc(C)n3C)cc1	-20%[76.3 µM]
COc1ccc(C(=O)Nc2ccccc2C(=O)N2CCCCCC2)cc1OC	3%[76.3 µM]
CCOc1ccc(NC(=O)C2CCN(S(=O)(=O)c3c(C)noc3/C=C/c3cccs3)CC2)cc1	5%[76.3 µM]
COc1ccc(-c2cc(-c3ccc(C)cc3)nc3c2COc2ccccc2-3)cc1	-12%[76.3 µM]
C=C(C)COc1ccc2c(C)c(CCC(=O)N3C[C@H]4C[C@@H](C3)c3cccc(=O)n3C4)c(=O)oc2c1	14%[76.3 µM]
CC(C)(C)OC(=O)N1CCC(c2c(C(=O)NCC3CCN(C4CCCC4)C3)cnn2-c2cccc(Cl)c2)CC1 (stereo not drawn)	0%[76.3 µM]
O=C(c1ccccc1)c1cccc[n+]1[O-]	0%[76.3 µM]
COc1cc2c(cc1NC(=O)COc1ccc(Cl)cc1Br)oc1ccccc12	4%[76.3 µM]
COc1cccc2cc(C(=O)Nc3ccc(F)c(F)c3)c(=O)oc12	-6%[76.3 µM]
CC1=C(C(=O)OCc2ccccc2)N2C(=O)[C@@H](NC(=O)COc3ccccc3)[C@H]2SC1	18%[76.3 µM]
Cc1csc(NC(=O)c2ccc(Br)s2)n1	-5%[76.3 µM]

Filtered by structure, the compounds so far containing an aryl thioether with sulfur outside any ring.
SMILES	GAA glycogen mod
COc1ccc2nc(NC(=O)c3nc(SCc4ccccc4F)ncc3Cl)sc2c1	-7%[76.3 µM]
COc1ccc(-n2c(SCC(=O)Nc3ccc(C(N)=O)cc3)nc3c([nH]c4ccccc43)c2=O)cc1OC	3%[76.3 µM]
Cc1ccc(-n2c(=S)sc3c(=O)n(-c4ccc(F)cc4)c(SCC(=O)O)nc32)cc1C	2%

Next section.
SMILES	GAA glycogen mod
COc1ccc(CNC(=O)N2CCN(S(=O)(=O)c3ccccc3)CC2)cc1	3%
COc1ccc(-c2noc(-c3ccc(N4CCCC4)c([N+](=O)[O-])c3)n2)cc1	-11%[76.3 µM]
O=C(Nc1ccc(F)cc1)C1COc2ccccc2O1 (stereo not drawn)	-2%
CCC(=O)N1CCc2cc(Br)cc(S(=O)(=O)N3CCC(C(=O)N(CC)CC)CC3)c21	7%[76.3 µM]
CCC(CC)C(=O)Nc1nnc(SCC(=O)NC2CCCCC2)s1	-4%
Cc1cc(C)c(S(=O)(=O)Nc2nnc(C(C)C)s2)c(C)c1	1%[76.3 µM]
O=C(Nc1ccnn1C1CCN(C(=O)c2cc(Cl)ccc2F)CC1)C1CCOC1 (stereo not drawn)	-2%[76.3 µM]
COc1ccc(-c2noc(N3CCC(C(=O)NCCCN4CCCCC4)CC3)n2)cc1	10%[76.3 µM]
COc1ccc(C2CC(c3ccccc3)=NN2C(=O)CCC(=O)O)cc1 (stereo not drawn)	-4%[76.3 µM]
Cc1cc(C)c(-c2nc3ccccc3s2)[nH]1	0%[76.3 µM]
COc1ccccc1C(=O)Nc1ccnn1C1CCN(Cc2csc(C(C)=O)c2)CC1	3%[76.3 µM]
CC(=O)Nc1ccc(S(=O)(=O)N2CCC(NC(=O)C(Cc3ccc(C)cc3)NC(C)=O)CC2)cc1 (stereo not drawn)	14%[76.3 µM]
COc1cc(NC(=O)CCC(=O)Nc2ccc3nc(N4CCOCC4)cc(C)c3c2)cc(OC)c1OC	-7%[76.3 µM]
COc1ccc(NC(C)C(=O)N/N=C/c2c(O)ccc3ccccc23)cc1 (stereo not drawn)	1%
COc1ccc(OC)c(-c2noc(CSc3nnc(Cc4ccccc4)n3-c3cccc(C)c3)n2)c1	8%[76.3 µM]
COc1ccc(/C=C\c2onc(C)c2S(=O)(=O)N2CCC(C(=O)Nc3cccc(Cl)c3)CC2)cc1	17%[76.3 µM]
S=c1[nH]nc(COc2ccccc2)n1/N=C/c1ccccc1Br	-6%
CC(C)[C@H]1COCCS(=O)(=O)N1Cc1cccc(Cl)c1	9%[76.3 µM]
COc1cccc(CNC(=O)c2ccc3c(c2)N(C)CCS3)c1OC	-21%[76.3 µM]
Cc1ccc(NC(=O)C2CCN(S(=O)(=O)c3c(C)noc3C)CC2)c(C)c1	-4%[76.3 µM]
O=C(N/C(=C\c1cccc([N+](=O)[O-])c1)C(=O)N1CCOCC1)c1ccco1	-11%
COc1cccc(NC(=O)C2=C(C)C(=O)OC23CCN(C(C)=O)CC3)c1	-13%[76.3 µM]
CCOC(=O)c1c(NC(=O)CSc2cn(CCNC(=O)c3ccccc3F)c3ccccc23)sc2c1CCC2	3%[76.3 µM]
Cc1ccc(C)c(N2CCN(C(=O)c3ccc(N4CCCC4=O)cc3)CC2)c1	-10%[76.3 µM]
O=C(c1ccc(OC2CCN(C/C=C/c3ccccc3)CC2)cc1)N1CCCCC1	-3%[76.3 µM]
Cc1cc(C)n2nc(SCC(=O)Nc3cc(Cl)ccc3C)nc2n1	12%[76.3 µM]
CC(=O)Nc1ccc(S(=O)(=O)NNC(=O)c2cccc([N+](=O)[O-])c2)cc1	-8%[76.3 µM]
NCCCNc1nc(N)c([N+](=O)[O-])c(NC2CCCCC2)n1	0%
CN(C)C(=O)c1cc(C(=O)c2c(F)cccc2F)c[nH]1	-3%
Cc1nc2ccc(Br)cc2c2c1CC(CO)O2 (stereo not drawn)	-1%
